miR-122 sensor: inhibitors of miR-122 in Huh7 cells. Huh7 miR-122 Renilla luciferase sensor, 48 h; neutral wells = 0, positive control = 100. activation (reporter increase), % at 12.5 µM. actives 0.3% (n = 340,000). AID 602342;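 active = mean replicate activation score at least 90 and every replicate individually at or above 90; inconclusive = only one of the two criteria met; inactive = neither criterion met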;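 also: higher luciferase means less miR-122 activity so hits act as miR-122 inhibitors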
Statin myotox sup: suppressors of simvastatin-induced myotoxicity in C2C12 myotubes; actives 0.78% (n = 330,000); ATP luminescence, 48 h; scaled: DMSO 0, geranylgeraniol control 100; AID 602340; rescue of ATP level, % at 7.49 µM;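 active = mean ATP rescue above about 67%, or every replicate alone reaching that limit, limit read from the data, passing the limit was not always enough; inconclusive = no clear call, values can overlap the other calls; inactive = mean under the limit and some replicate under it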;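 also: myotubes were challenged with 10 µM simvastatin during compound exposure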
ARNT-TACC3 inh: disruptors of human ARNT/TACC3 interaction. actives 0.66% (n = 390,000). inhibition, % at 9.99 µM. AlphaScreen His-ARNT PAS-B/GST-TACC3 binding, luminescence; TACC3 fragment carries E629A point mutation;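 active = mean inhibition of replicates at least 50% and at least half of replicates each reaching 50%; inconclusive = half or more replicates reach 50% but mean below 50%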;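 also: 0% = complete ARNT plus TACC3 wells and 100% = ARNT alone without TACC3; many hits fall short of the cut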
esBAF inh: inhibitors of esBAF chromatin remodeling in mouse ES cells; Bmi1-luciferase knock-in reporter, 24 h; 100% = twice the neutral-well signal; reporter increase, % at 12.5 µM; actives 2% (n = 350,000); AID 602393; in the data active = activation above about 40%; inconclusive = no clear call, values can overlap the other calls;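 also: 0% = median of the plate's neutral control wells and 100% = double that signal; a rise in the Bmi1 reporter signal indicates esBAF inhibition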
ERp5 inh: inhibitors of human ERp5 | Q15084 | ERp5 insulin aggregation, absorbance 650 nm, 90 min | inhibition, % at 9.99 µM | actives 0.05% (n = 350,000) | AID 651711;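 active = mean replicate inhibition above about 25%, with every replicate also reaching it, limit read from the data, passing the limit was not always enough; inconclusive = only one of those two criteria met; inactive = neither criterion met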
Target sequence (Q15084 whole entry, looked up): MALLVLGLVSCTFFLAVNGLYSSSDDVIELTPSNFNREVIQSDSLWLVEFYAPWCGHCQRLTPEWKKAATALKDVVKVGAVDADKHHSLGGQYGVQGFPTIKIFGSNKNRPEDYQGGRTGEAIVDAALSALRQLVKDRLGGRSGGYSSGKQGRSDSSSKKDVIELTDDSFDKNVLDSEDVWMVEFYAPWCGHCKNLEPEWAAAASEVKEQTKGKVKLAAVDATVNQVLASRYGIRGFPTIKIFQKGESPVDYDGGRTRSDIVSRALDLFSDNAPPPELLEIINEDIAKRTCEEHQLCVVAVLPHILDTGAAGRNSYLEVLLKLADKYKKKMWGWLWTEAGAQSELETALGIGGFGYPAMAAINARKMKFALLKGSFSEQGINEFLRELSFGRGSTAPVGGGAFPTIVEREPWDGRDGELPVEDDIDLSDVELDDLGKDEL
Cneo AK release: Cryptococcus neoformans lysis via adenylate kinase release. C. neoformans lysis, adenylate kinase release luminescence, 4 h; normalised: neutral wells 0, clomiphene wells 100. actives 0.2% (n = 360,000). lysis activity, % at 15 µM;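 active = mean lysis activity across replicates of at least 80%, whatever share of replicates individually reach that level; inactive = mean lysis activity below 80%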
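Material – Cryptococcus neoformans yeast cells · Quantity – 5 × 10^6 yeast cells/mL · Buffer or medium – YPD medium · Compound – single dose · Timing – 4 h static compound exposure, 37 °C, read 1 h post-reagent · Signal – adenylate kinase release luminescence · Read-out basis – lysis from increased AK signal · Benchmarks – Clomiphene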
SIRT5 block: inhibitors of human sirtuin-5 desuccinylase; Q9NXA8; actives 1.1% (n = 330,000); inhibition, % at 15 µM; Purified SirT5, succinyl-peptide AMC, trypsin-coupled fluorescence; AID 652115; in the data active = inhibition above about 15%; inconclusive = no clear call, values can overlap the other calls
Target sequence (Q9NXA8 whole entry, looked up): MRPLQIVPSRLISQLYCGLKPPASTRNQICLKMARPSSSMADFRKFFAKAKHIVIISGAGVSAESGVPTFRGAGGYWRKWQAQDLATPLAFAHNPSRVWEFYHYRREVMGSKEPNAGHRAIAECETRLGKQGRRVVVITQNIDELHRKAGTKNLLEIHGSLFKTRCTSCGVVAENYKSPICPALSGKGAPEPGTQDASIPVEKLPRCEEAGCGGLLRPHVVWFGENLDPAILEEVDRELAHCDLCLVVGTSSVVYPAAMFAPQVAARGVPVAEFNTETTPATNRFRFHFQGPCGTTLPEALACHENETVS
Active calls of the source: *; ? = inconclusive; . = not tested or not shown; [ ] = remark or other dose.

SMILES	miR-122 sensor	Statin myotox sup	ARNT-TACC3 inh	esBAF inh	ERp5 inh	Cneo AK release	SIRT5 block
CCOC(=O)N1CCC(N2Cc3cccc(C(=O)NCc4ccccn4)c3C2=O)CC1	2	-12	1	0	-1	-1	0
COc1cc(NC(=O)c2ccc3c(c2)OCCO3)ccc1NC(=O)c1ccco1	.	.	-4	.	0	.	2
Cc1cc(NS(=O)(=O)c2ccc(NC(=O)c3cnc(Cl)c(Cl)c3)cc2)nc(C)n1	2	-8	41	-2	-1	2	-5
CCNC(=O)[C@H]1[C@H](CO)[C@H]2Cn3c(ccc(-c4cncnc4)c3=O)[C@H]2N1C(=O)NC1CCCC1	-2[16.7 µM]	-4	2	0	7	-3	-21
CC(C)C[C@H](NC(=O)OC(C)(C)C)C(=O)N1CCC(C(=O)O)CC1	-4	5	-3	-6	.	2	.
COc1cc2c(cc1OC)C(C)N(C(=O)Cn1ncc3c1-c1cc(C)ccc1OC3)CC2 (stereo unspecified)	-5	-1	5	5	-6	1	.
CSCCC(N=CC1=C(O)CC(C)(C)CC1=O)C(=O)O (stereo unspecified)	1	1	-4	-5	.	-1	.
COC(=O)[C@@H]1[C@@H](CO)[C@@H]2Cn3c(cccc3=O)[C@@H]2N1CC1CCCCC1	-5[16.7 µM]	3	-1	-2	-10	0	-2
CCOc1cc(C2C(C(=O)OC)=CN(C3CCCC3)C=C2C(=O)OC)cc(Br)c1O	-1	-7	-3	1	.	-1	.
COc1ccc(OCC(=O)Nc2ccc(S(=O)(=O)N3CCOCC3)cc2)cc1	5	-11	-4	-11	.	-1	.
C[C@@H]1CCCCO[C@H](CN(C)C(=O)Nc2cccc3ccccc23)[C@@H](C)CN([C@H](C)CO)C(=O)c2cc(NC(=O)c3ccncc3)ccc2O1	7[16.7 µM]	-7	-6	-7	2	0	2
COc1cccc(OCCOc2cccc(/C=N/n3cnnc3)c2)c1	-2	-5	-3	30	.	-3	.
C[C@@H]1CN([C@H](C)CO)C(=O)c2cc(NC(=O)Cc3cn(C)c4ccccc34)ccc2O[C@H]1CN(C)C(=O)Nc1ccccc1	2[16.7 µM]	0	-25	0	1	3	0
COc1ccc(-c2ccc(C(=O)O)c(=O)[nH]2)cc1	1	6	20	-4	3	.	-37
Cc1cc(C(C)(C)C)cc(C)c1S(=O)(=O)N1CCN(C(=O)c2cc([N+](=O)[O-])c[nH]c2=O)CC1	.	53	0	-6	-2	1	-1
Cc1ccccc1-n1ncc2c1CC(C)(C)CC2NC(=O)CCn1cncn1 (stereo unspecified)	1	6	0	0	-6	4	0
Cc1nc(N)sc1-c1csc(Nc2ncccn2)n1	.	.	32	.	4	.	2
Cn1c(Cn2c(C(F)(F)F)nc3ccccc32)nc2ccccc21	-4	20	-3	-5	.	2	.
S=c1nc(-c2ccccc2Cl)n(Cc2cccnc2)c2c1CCCC2	.	.	-2	.	-4	.	-1
COCCNC(=S)N1CCN(c2cccc(C(F)(F)F)c2)CC1	.	.	0	.	-4	.	2
CCCn1c(CCC(=O)O)nc2cc(S(=O)(=O)N3CCCC3)ccc21	3	.	1	.	-3	3	-1
Cc1sc2ncn(-n3c(C)ccc3C)c(=O)c2c1C	-5	.	3	-7	.	1	.
CO[C@H](CN(C)C(=O)Nc1ccc(F)cc1)[C@H](C)CN(Cc1ccccc1Cl)[C@@H](C)CO	.	-6	3	1	-4	7	1
CC(C)(CNS(=O)(=O)c1ccc(F)cc1)CNS(=O)(=O)c1ccc(F)cc1	10	3	6	-5	.	2	.
CCN(CC)C(=O)CSc1nc2ccccc2c(=O)[nH]1	0	3	5	11	.	.	.

One compound at a time, from the list above. Order of screens: miR-122 sensor	Statin myotox sup	ARNT-TACC3 inh	esBAF inh	ERp5 inh	Cneo AK release	SIRT5 block
`CO[C@H](CN(C)C(=O)Nc1ccc(F)cc1)[C@H](C)CN(Cc1ccccc1Cl)[C@@H](C)CO` in the list: .	-6	3	1	-4	7	1
`COC(=O)[C@@H]1[C@@H](CO)[C@@H]2Cn3c(cccc3=O)[C@@H]2N1CC1CCCCC1` in the list: -5[16.7 µM]	3	-1	-2	-10	0	-2

Carrying on:
SMILES	miR-122 sensor	Statin myotox sup	ARNT-TACC3 inh	esBAF inh	ERp5 inh	Cneo AK release	SIRT5 block
CCNC(=O)C[C@H]1C=C[C@@H](NC(=O)C2CCOCC2)[C@H](CO)O1	.	-1	6	-2	0	-3	13
CCN(Cc1ccncc1)Cc1ccc(Br)cc1	-9	0	-2	-3	0	1	-6
CCCNC(=O)Nc1ccc2c(c1)OC[C@H](C)N(Cc1ccncc1)C[C@@H](C)[C@H](OC)CN(C)C2=O	.	4	-6	3	2	0	-2
Cc1cccc(/C=N/n2c(C)cc(C)c(C#N)c2=O)c1	-4	.	-2	-8	.	1	.
CO[C@H]1CN(C)C(=O)c2ccc(NC(=O)C3CCCCC3)cc2OC[C@@H](C)N(Cc2cccnc2)C[C@@H]1C	.	-5	1	1	9	6	2
Cc1noc(C)c1NC(=O)Nc1cccc2c1O[C@@H](CN(C)Cc1ccc(C(=O)O)cc1)[C@@H](C)CN([C@H](C)CO)C2=O	-7[16.7 µM]	-15	-13	-2	4	-3	0
CCNC(=O)c1sc(-c2ccccc2)nc1C	-3	-1	-6	27	.	-2	.
COc1ccc(CC(=O)NCC(=O)NCc2cc(=O)n(C)c(=O)n2C)cc1	2	0	-1	-4	-2	1	4
CC(=O)c1ccc(O)c(CO)c1	-1	4	-5	-4	.	-2	.
CC(C)[C@H](NC(=O)c1ccccc1F)C(=O)NCc1ccc(S(N)(=O)=O)cc1	-4	-8	2	2	4	1	1
CCOC(=O)c1ccc(NC(=O)CSc2nnc(C)n2-c2ccccc2)cc1	10	-6	-17	1	.	-2	.
Cc1nn2cc(-c3ccc(Cl)cc3)nc2s1	-2	.	-7	-2	.	3	.
CC(C)NC(=O)N(C)C[C@H]1Oc2ccc(NC(=O)NC3CCCCC3)cc2C(=O)N([C@H](C)CO)C[C@H]1C	-3[16.7 µM]	-5	-6	1	3	-2	-5
Cc1ccc(-n2nnnc2SCC(=O)NC(=O)Nc2ccc3c(c2)OCCO3)cc1	-4	8	-1	?	4	.	-4
CCS(=O)(=O)N1CCC(C(=O)NCCc2ccc(OC)c(OC)c2)CC1	1	-6	-2	-6	0	-1	-1
C[C@H](CO)N1C[C@H](C)[C@H](CN(C)C(=O)Nc2ccc3c(c2)OCO3)Oc2ccc(NS(=O)(=O)c3ccc(F)cc3)cc2C1=O	-7[16.7 µM]	25	-16	4	0	2	-7
CCOc1ccccc1NC(=O)C1C2C=CC(C2)C1C(=O)O (stereo unspecified)	-5	4	0	4	.	-2	.
COc1ccc(CNC(=O)C2CCN(c3nc(-c4ccccc4)nc4c3CCC4)CC2)cc1	0	-8	1	1	1	2	5
Cn1cc(C(=O)NC2CCCCC2)c(=O)c2cc(S(=O)(=O)N3CCCC3)ccc21	-6	5	-3	-1	2	0	-5
Cc1nc2ccc(C(=O)N3CCN(c4ccccc4)CC3)cc2s1	2	9	0	8	.	-5	.
CC12CCC(=O)N1C(C(=O)Nc1ccccc1N1CCCC1)CS2 (stereo unspecified)	4	12	2	-2	2	0	0
CCc1nnc(NC(=O)C2CCCN(c3nc(C)cc(C)n3)C2)s1 (stereo unspecified)	-15	20	-5	4	.	-3	.
O=C(C[C@H]1C=C[C@@H](NS(=O)(=O)c2ccc(F)cc2)[C@@H](CO)O1)NCc1ccc(Cl)c(Cl)c1	.	0	.	16	2	-2	3
CC(Sc1nnc(C2CC2)n1C1CC1)C(=O)NCc1cccs1 (stereo unspecified)	-7	8	1	-5	8	0	5
C[C@H]1CN([C@@H](C)CO)C(=O)c2cc(-c3ccncc3)cnc2O[C@H]1CN(C)C(=O)C1CCOCC1	0[16.7 µM]	.	-16	0	-2	8	-1
(list continues)
SMILES	miR-122 sensor	Statin myotox sup	ARNT-TACC3 inh	esBAF inh	ERp5 inh	Cneo AK release	SIRT5 block
CCOc1cc(/C=C2\C(=O)N(c3ccc(C(N)=O)cc3)N=C2C)ccc1OC(=O)c1cccs1	-6	103*	14*	-4	.	-4	.
C[C@@H]1CN([C@@H](C)CO)C(=O)c2cc(NC(=O)CCCN(C)C)ccc2O[C@@H](C)CCCCO[C@@H]1CN(C)C(=O)Cc1ccccc1	10[16.7 µM]	.	3	-1	0	-6	-2
COc1cc(C(N)=O)cc(Cl)c1OC	.	.	-2	.	-3	.	-2
CC(c1n[nH]c(=S)n1-c1ccccc1)N1CCCCC1 (stereo unspecified)	0	.	8	.	5	.	-2
Cc1ccc(NC(=O)CN(C)C(=O)c2ccc(NS(=O)(=O)c3cccc([N+](=O)[O-])c3)cc2)cc1	5	9	20	-1	-1	-2	-1
C=CC(=O)N=c1sc2ccccc2n1-c1ccccc1	2	-22	8	5	-1	-5	2
COC(=O)c1c(NC(=O)C2C3CCC(O3)C2C(=O)O)sc2c1CCCCCC2 (stereo unspecified)	6	4	-16	-6	.	.	.
COc1ccc(-c2ccc3c(c2)S(=O)(=O)c2cccc(C(=O)O)c2C3=O)cc1OC	-1	3	1	-2	0	0	.
CCCNC(=O)C1(C)CCCN(C(=O)c2ccc(OC(F)F)cc2)C1 (stereo unspecified)	.	12	.	-5	1	0	.
COc1ccccc1/C=N/NC(=O)c1sc(C)nc1C	-9	2	-12	3	-1	1	-2
C[C@@H]1CN([C@@H](C)CO)S(=O)(=O)c2ccc(C3=CCCC3)cc2O[C@@H]1CN(C)Cc1ccccn1	-15[16.7 µM]	-28	10	2	1	9	4
Cc1ccc(Nc2nnc(SCC(=O)c3ccc(Br)s3)s2)c(C)c1	-3	.	0	.	3	6	-2
COc1ccc(C(=O)N(C)C(C)c2nccs2)cc1OC1CCN(C(C)=O)CC1 (stereo unspecified)	16	8	.	0	5	2	.
CC(C)Sc1nc(N2CCCC2)c2c(c1C#N)CC(C)(C)OC2	19	3	-4	-3	.	2	.
Cc1ccc(S(=O)(=O)Nc2ccccc2N2CCOCC2)cc1	14	-18	-4	3	7	2	-1
COCCn1c(SCC(=O)Nc2cccc(S(N)(=O)=O)c2)nc2cc(Cl)ccc2c1=O	12	4	-8	5	3	.	1
CC(C)NC(=O)Nc1ccc2c(c1)CC(=O)N([C@H](C)CO)C[C@H](C)[C@H](CN(C)C(=O)NC1CCCCC1)O2	-1[16.7 µM]	-5	.	3	-1	-3	1
N#Cc1nc(-c2cccs2)oc1N1CCN(c2ccccc2)CC1	4	-7	22	-1	.	1	.
O=c1cc(-c2ccccc2)[nH]c2ccccc12	74	-135	-2	2	.	0	.
COc1ccc(Cl)c(-c2cc(C(=O)NCc3ccco3)[nH]n2)c1	-4	4	.	16	2	1	.
Cc1ccc(NC(=O)CN(C)C(=O)Cn2nnc(-c3ccccc3C)n2)cc1	-7	-3	-1	-8	-7	1	.
COc1ccc(/C=N/NC(=O)c2cccc([N+](=O)[O-])c2)c2ccccc12	6	-174	-8	-9	1	0	1
CC(=O)c1ccccc1NC(=O)CN1C(=O)CS/C1=C\c1nc(-c2ccc(C)cc2)cs1	.	.	-5	.	-1	.	-3
C[C@H]1CN([C@@H](C)CO)C(=O)Cc2cc(NC(=O)CCCN(C)C)ccc2O[C@@H]1CN(C)S(C)(=O)=O	-6[16.7 µM]	3	-2	-7	3	-9	1
CCOC(=O)/C=C1/SCC(=O)N1CC(=O)Nc1ccccc1OC(F)F	1	-2	4	.	0	1	.
CCC(=O)N(C)C[C@H]1Oc2ncc(/C=C/c3ccccc3)cc2C(=O)N([C@@H](C)CO)C[C@H]1C	-5[16.7 µM]	15	1	-1	0	2	-18
O=C(c1ccc(Cl)cc1)C(Cn1cncn1)C(Sc1ccccc1)c1ccccc1 (stereo unspecified)	2	17	-6	4	.	0	.

Some of these compounds in order of the ARNT-TACC3 inh value, lowest first.
| compound | ARNT-TACC3 inh |
| --- | --- |
| CC(=O)c1ccccc1NC(=O)CN1C(=O)CS/C1=C\c1nc(-c2ccc(C)cc2)cs1 | -5 |
| COc1cc(C(N)=O)cc(Cl)c1OC | -2 |
| Cc1ccc(Nc2nnc(SCC(=O)c3ccc(Br)s3)s2)c(C)c1 | 0 |

Compound activity from PubChem BioAssay.
